Screening results (PubChem)
AmpC no deterg = qHTS Inhibitors of AmpC Beta-Lactamase (assay without detergent) | Potency, µM (titrated, usually from 57.1 µM), for inactives: top-dose activity change, negative = inhibition, most hits filed as inhibitors | actives 0.52% (n = 330,000) | AmpC nitrocefin hydrolysis, absorbance 480 nm, 0.0001% Triton | P00811 | AID 485341, 2010;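 also: potency is read from the fitted curve at half-maximal effect; plate controls were no compound for no effect and no enzyme for full effect; nearly all actives have a fitted effect of over 20% in size; some results filed as inactive show a strong effect at the top dose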
Target sequence (P00811 whole entry, looked up): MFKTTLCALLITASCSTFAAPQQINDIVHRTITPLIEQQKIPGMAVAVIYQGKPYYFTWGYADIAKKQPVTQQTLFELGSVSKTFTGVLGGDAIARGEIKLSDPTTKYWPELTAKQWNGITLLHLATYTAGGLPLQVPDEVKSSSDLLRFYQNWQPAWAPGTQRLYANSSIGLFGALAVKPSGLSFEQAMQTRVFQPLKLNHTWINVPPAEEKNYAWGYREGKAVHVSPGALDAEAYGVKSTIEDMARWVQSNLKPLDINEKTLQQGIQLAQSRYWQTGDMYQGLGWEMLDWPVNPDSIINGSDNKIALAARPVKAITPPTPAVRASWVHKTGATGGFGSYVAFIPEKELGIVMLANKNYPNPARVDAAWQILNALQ
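AmpC (5.3 nM in the dispensed reagent) in 20 mM phosphate pH 7.0 with 0.01% (detergent screen) or 0.0001% Triton X-100 was preincubated with compounds for 15 min at room temperature. Nitrocefin was then added from an 800 uM solution, and hydrolysis was followed at 480 nm.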
TbPYK inhibitor = qHTS of Trypanosoma Brucei Inhibitors; pyruvate kinase (Trypanosoma brucei), Q57TT1; TbPYK enzyme, Kinase-Glo Plus ATP luminescence, 45 min; Potency, µM (doses to about 76.8 µM), inactives show at the highest dose activity, negative = inhibition, actives largely listed as inhibitors; actives 0.12% (n = 410,000); AID 624173, 2012; also: potency is read from the fitted curve at half-maximal effect; nearly all actives have a fitted effect of over 50% in size
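Luminescence from Kinase-Glo Plus, added after a 45-minute room-temperature reaction, served as the end-point read-out. The enzyme and substrate were preincubated with compound before ADP (130 uM final) initiated turnover. Concentration-effect curves came from normalized qHTS data.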
AmpC inh detg = qHTS Inhibitors of AmpC Beta-Lactamase (assay with detergent) | AmpC hydrolysis of nitrocefin, absorbance 480 nm, 0.01% Triton | Potency, µM (doses to about 114 µM), for inactives: top-dose activity change, negative = inhibition, usual class: inhibitors | actives 0.041% (n = 370,000) | AID 485294, 2010;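 also: potency is read from the fitted curve at half-maximal effect; 0% = no-compound wells and -100% = no-enzyme wells; nearly all actives have a fitted effect of over 25% in size; some results filed as inactive show a strong effect at the top dose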
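AmpC (5.3 nM in the dispensed reagent) in 20 mM phosphate pH 7.0 with 0.01% (detergent screen) or 0.0001% Triton X-100 was preincubated with compounds for 15 min at room temperature. Nitrocefin was then added from an 800 uM solution, and hydrolysis was followed at 480 nm.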
Sm TGR block = qHTS Assay for the Inhibitors of Schistosoma Mansoni Peroxiredoxins. purified TGR, DTNB reduction, TNB absorbance 405 nm. Potency, µM (highest dose often 114 µM), for the others: at the highest dose activity change, negative = inhibition, actives largely listed as inhibitors. actives 3% (n = 360,000); also: potency is read from the fitted curve at half-maximal effect; nearly all actives have a fitted effect of over 60% in size
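Kinetic colorimetric format: TGR-catalysed, NADPH-driven DTNB reduction monitored via TNB absorbance. Enzyme dispensed at 20 nM; compound exposure 15 min at room temperature before reaction start.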
AMA1 RON2 block = qHTS for Inhibitors of AMA1-RON; Towards Development of Antimalarial Drug Lead: Primary Screen; Potency, µM (highest dose often 58.2 µM), without a hit: at the top dose activity change, negative = inhibition, hits mostly inhibitors; AlphaScreen AMA1-biotinylated RON2 peptide binding; AID 720542, 2013; Plasmodium falciparum AMA1 (3D7) - RON2 peptide interaction; actives 0.2% (n = 360,000);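 also: potency is read from the fitted curve at half-maximal effect; 0% = vehicle wells and -100% = peptide control; nearly all actives have a fitted effect of over 45% in size; some results filed as inactive show a strong effect at the top dose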
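AMA1 (3D7) with his tag at 25 nM final met compounds first, then biotinylated RON2 peptide at 25 nM; detection used donor plus acceptor beads, 10 µg/mL apiece, read by AlphaScreen after 30 min at room temperature.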
HCMV inh = qHTS Assay for inhibitors of the human cytomegalovirus (HCMV). HFF cells, HCMV-luciferase reporter, 72 h; stronger effect = lower value. activity change, negative = inhibition, % at 57.5 µM. actives 4.5% (n = 410,000). AID 1259415, 2018; in the data active = activity change below about -60%; inconclusive = no clear call, values can overlap the other calls; inactive = above about -39%
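Two-dose cell screen: HFF monolayers treated with compounds and infected with luciferase-expressing HCMV at 1 PFU/cell, 72 h at 37C, then lysed for luciferase measurement.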
LmPK inhibitor = qHTS Assay for Inhibitors of Leishmania Mexicana Pyruvate Kinase (LmPK); Q27686; purified LmPK, Kinase-Glo ATP luminescence, 1 h; actives 0.37% (n = 290,000); Potency, µM (top dose mostly 57.5 µM), for the others: top-dose activity change, negative = inhibition, usual class: inhibitors; also: potency is read from the fitted curve at half-maximal effect
Target sequence (Q27686 whole entry, looked up): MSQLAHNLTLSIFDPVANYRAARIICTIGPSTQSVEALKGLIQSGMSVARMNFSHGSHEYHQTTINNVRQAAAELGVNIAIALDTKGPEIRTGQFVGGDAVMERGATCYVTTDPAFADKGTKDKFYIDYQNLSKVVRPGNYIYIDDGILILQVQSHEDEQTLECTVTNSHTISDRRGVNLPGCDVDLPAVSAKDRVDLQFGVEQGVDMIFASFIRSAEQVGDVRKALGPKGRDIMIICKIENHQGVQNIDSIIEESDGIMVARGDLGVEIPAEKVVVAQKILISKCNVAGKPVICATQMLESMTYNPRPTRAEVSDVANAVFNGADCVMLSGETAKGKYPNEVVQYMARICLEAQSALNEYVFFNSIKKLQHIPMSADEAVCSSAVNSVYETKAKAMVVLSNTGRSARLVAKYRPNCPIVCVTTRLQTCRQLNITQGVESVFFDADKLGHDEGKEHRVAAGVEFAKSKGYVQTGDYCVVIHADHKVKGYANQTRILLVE
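In 50 mM imidazole pH 7.2 with 7 mM MgCl2, LmPK (0.1 nM) turned over PEP (0.5 mM) and ADP (0.1 mM) for 1 h at room temperature. Luciferase read-out of ATP.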
* marks the source's active call; other numbers are inactive results; ? = inconclusive; / = not tested or not shown; & = joins results of further samples; [ ] = remark or other dose. Unless noted, calls follow the shape of the dose curve; as a rule, active = well fitted curve in the direction sought with a large enough effect; inconclusive = small, poorly fitted or top-dose-only effect, or another doubt; inactive = no such curve, though single readings can be large; an effect the other way counts as inactive or inconclusive. Unless noted, % is scaled to controls: 0 for no effect and ±100 for the full control effect.

Short forms – A = AmpC no deterg; B = TbPYK inhibitor; C = AmpC inh detg; D = Sm TGR block; E = AMA1 RON2 block; F = HCMV inh; G = LmPK inhibitor
C[C@H]1CC[C@@H]2[C@@H](C)[C@H]3[C@H](C[C@H]4[C@@H]5CC=C6C[C@@H](O[C@@H]7O[C@H](CO)[C@H](O)[C@H](O[C@@H]8O[C@H](CO)[C@@H](O)[C@H](O)[C@H]8O)[C@H]7O[C@@H]7O[C@@H](C)[C@H](O)[C@@H](O)[C@H]7O)CC[C@]6(C)[C@H]5CC[C@]34C)N2C1
  A: 221%[activator]; B: -3%; C: -7%; D: ?; E: 12%; F: ?; G: 4%

COc1ccc([C@@H]2C[C@H]3[C@@H](CN2S(=O)(=O)c2ccccc2)C(=O)C[C@@H](c2ccc(OC)cc2)N3S(=O)(=O)c2ccccc2)cc1
  A: /; B: 8%; C: /; D: /; E: -1%; F: -11; G: /

FC(F)Sc1ccc(-n2c(-c3ccc(Cl)cc3)c[n+]3c2CCC3)cc1
  A: -3%; B: 8%; C: -4%; D: 22%; E: 4%; F: -25; G: 2%

COc1ccc(NC(=O)CSc2nc3c(c(=O)n2-c2ccc(F)cc2)SCC3)c(OC)c1
  A: -21%; B: -10%; C: 1%; D: 2%; E: 1%; F: -16; G: -1%

COC(=O)C1=C(c2cc3ccccc3s2)C[C@@H]2CC[C@H]1N2C(=O)NC1CC1
  A: /; B: 1%; C: /; D: /; E: -3%; F: -63*; G: /

CC1OC(C[N+](C)(C)C)CC1O (stereo not drawn)
  A: 3%; B: -2%; C: -18%; D: -8%; E: -4%; F: -24; G: /

O=S(=O)(c1ccccc1)N1N=C(c2ccccc2)CC1c1ccccc1F (stereo not drawn)
  A: -28%; B: -7%; C: 2%; D: -1%; E: 3%; F: -2; G: 2%

O=C(c1cccc(S(=O)(=O)N2CCOCC2)c1)N1CCCC(C(F)(F)F)C1 (stereo not drawn)
  A: 0%; B: -1%; C: -18%; D: -3%; E: 11%; F: -32; G: /

COC(=O)c1nnn(-c2ccsc2C(=O)OC)c1C(=O)OC
  A: 49%; B: -2%; C: ?; D: -7%; E: -1%; F: -36; G: -10%

CCc1ccccc1NC(=O)CN1CCN(C(=O)CNC(=O)Cc2cccc3ccccc23)CC1
  A: 189%[activator]; B: 0%; C: -10%; D: -13%; E: -5%; F: -24; G: /

COc1ccc2c(c1)[C@@H]1[C@H](CO2)[C@H](c2ccccc2)[C@]2(C)C(=O)NCC(=O)N12
  A: 58%; B: 1%; C: -9%; D: -3%; E: -4%; F: ?; G: /

Cc1ccc2c(c1)[C@H]1[C@H](CO2)[C@H](c2ccccc2)[C@]2(C)C(=O)N(CC3CCCO3)CC(=O)N12 (stereo partly drawn)
  A: 203%[activator]; B: -5%; C: /; D: /; E: -8%; F: 2; G: /

O=S(=O)(c1ccc(-c2ccno2)s1)N1CCCCC1
  A: -1%; B: -1%; C: 5%; D: 4%; E: 7%; F: -16; G: -4%

Cc1nc(SCC(=O)NCc2ccco2)c2c(=O)n(C)c(=O)n(CC(C)C)c2n1
  A: -16%; B: /; C: 1%; D: -18%; E: /; F: /; G: 6%

COc1ccc(-c2nnc(NC(=O)c3ccc([N+](=O)[O-])o3)o2)c(OC)c1
  A: -6%; B: 5%; C: -7%; D: ?; E: 61%[activator]; F: -94*; G: 1%

CC(=O)c1c(O)cc(C)n(-c2ccc(F)cc2)c1=O
  A: 23%; B: 3%; C: -4%; D: /; E: 7%; F: 0; G: 1%

COC(=O)C1(O)CC(C(C)C)=NN1C(=O)c1ccccc1 (stereo not drawn)
  A: -8%; B: -3%; C: 0%; D: 0%; E: 41%[activator]; F: -15; G: -2%

Cc1ccc(C(=O)Nc2ccccc2SCC2CSc3nc4ccccc4c(=O)n32)cc1 (stereo not drawn)
  A: 8%; B: 5%; C: 2%; D: 11%; E: 6%; F: -85*; G: -4%

COc1ccc(-c2oc3cccnc3c2-c2ccc(OC)nc2)cc1
  A: 55%; B: 2%; C: -1%; D: -25%; E: -3%; F: 8; G: 1%

Cc1ccccc1C(=O)Oc1cc(N)n(S(C)(=O)=O)n1
  A: -18%; B: -4%; C: -5%; D: 0%; E: -7%; F: -26; G: 0%

Cc1cccc(C)c1NC(=O)CCn1cnc2ccccc2c1=O
  A: -17%; B: -6%; C: 1%; D: -2%; E: 1%; F: ?; G: 0%

CSc1ccccc1C(=O)NCc1ccc2c(c1)OCO2
  A: -26%; B: -3%; C: 0%; D: -3%; E: 3%; F: 25; G: -1%

COC(=O)CCCCCCCCC(=O)Nc1nc2ccccc2s1
  A: -24%; B: -2%; C: 5%; D: 10%; E: -1%; F: 73; G: 5%

O=C(Nc1ccc(C(F)(F)F)cc1)C1CCCN1S(=O)(=O)c1cccc2cccnc12 (stereo not drawn)
  A: 4%; B: -2%; C: ?; D: -28%; E: 6%; F: -75*; G: 1%

CC(=O)c1ccc(-n2c(SCC(=O)c3c[nH]c4ccccc34)nc3ccccc3c2=O)cc1
  A: -3%; B: -1%; C: 8%; D: ?; E: -10%; F: -88*; G: 4%

Reformatted with two lines to a compound: part of the list above
Results follow in this order: AmpC no deterg | TbPYK inhibitor | AmpC inh detg | Sm TGR block | AMA1 RON2 block | HCMV inh | LmPK inhibitor
COC(=O)C1(O)CC(C(C)C)=NN1C(=O)c1ccccc1 (stereo not drawn)
 : -8% | -3% | 0% | 0% | 41%[activator] | -15 | -2%
Cc1ccc(C(=O)Nc2ccccc2SCC2CSc3nc4ccccc4c(=O)n32)cc1 (stereo not drawn)
 : 8% | 5% | 2% | 11% | 6% | -85* | -4%
COc1ccc(-c2oc3cccnc3c2-c2ccc(OC)nc2)cc1
 : 55% | 2% | -1% | -25% | -3% | 8 | 1%
Cc1ccccc1C(=O)Oc1cc(N)n(S(C)(=O)=O)n1
 : -18% | -4% | -5% | 0% | -7% | -26 | 0%
Cc1cccc(C)c1NC(=O)CCn1cnc2ccccc2c1=O
 : -17% | -6% | 1% | -2% | 1% | ? | 0%
CSc1ccccc1C(=O)NCc1ccc2c(c1)OCO2
 : -26% | -3% | 0% | -3% | 3% | 25 | -1%

Carrying on:
Compound	AmpC no deterg	TbPYK inhibitor	AmpC inh detg	Sm TGR block	AMA1 RON2 block	HCMV inh	LmPK inhibitor
O=C(O)c1ccc(S(=O)(=O)Cc2ccccc2)cc1	-7%	-16%	?	3%	-5%	-25	-3%
COc1cccc(/C=N/Nc2snc(SC)c2C#N)c1O	-46%	-9%	?	-3%	-5%	-98*	-13%
CCCOc1ccc(-c2nc(-c3ccc([N+](=O)[O-])cc3)cs2)cc1	-19%	-5%	-13%	18%	-1%	19	-2%
Cc1nc(NCCO)c2nnn(Cc3ccccc3F)c2n1	2%	-2%	-10%	-2%	7%	-11	0%
Cc1cc(C(=O)NCCc2ccc(Cl)cc2)n(-c2ccccc2)n1	5%	-2%	-2%	0%	1%	-25	5%
NNC(=O)CNC(c1ccccc1)c1cc(Br)ccc1NC(=O)CCN1CCOCC1 (stereo not drawn)	123%[activator]	-7%	7%	18µM*	5%	-15	6%
CCCCOc1ccccc1C(=O)NCC(=O)O	-13%	0%	-10%	-2%	10%	-19	-5%
CCOc1ccc(CNCCNC(=O)c2nonc2N)cc1	-26%	1%&2%	-3%&27%	29%&-1%	-2%	4&-12	2%
COc1ccc(OC)c(-c2nnc(SCC(=O)NC3CCCCC3)o2)c1	10%	-5%	?	-34%	0%	3	-2%
O=C(/C=C/c1cccs1)c1cc(Cl)ccc1OC(=O)N1CCOCC1	76%[activator]	0%	0%	0%	-1%	-93*	4%
C#CCOCCOCCOCCNc1nc(N2CCN(C(=O)CCCCCCCCCCNC(=O)Cn3cc(C[C@@H](C)O)nn3)CC2)nc(N2CCN(C(=O)CCCCCCCCCCNC(=O)[C@@H]([C@H](C)CC)n3cc(CCCCCN)nn3)CC2)n1	321%[activator]	4%	4%	-16%	?	/	/
C[C@@H](NC(=O)[C@@H]1CCCN1C(=O)[C@@H]1CCCN1C(=O)c1ccccc1)c1ccccc1	/	-13%	/	/	0%	9	/
CCCCCCSc1cc(-c2nc3cc(C)ccn3c2NCCCC)ccc1OC	14%	5%&0%	1%	5%	17%&25%	62&40	/
Cc1ccc(NC(=O)CN(C)C(=O)C(C)OC(=O)c2ccccc2NCCO)cc1 (stereo not drawn)	27%	-4%	0%	-9%	0%	-11	/
CC1(C)CCC(=O)N2CC[C@H]3C[C@H](OC(=O)Nc4ccc5c(c4)OCO5)C[C@@H]1[C@H]32	24%	-4%	-8%	-24%	-5%	37	-8%
COC(=O)c1sccc1NC(=O)c1ccc(Cl)cc1	-6%	0%	-4%	-2%	18%	51	0%
CCOc1ccc(Br)cc1CNCCN1CCOCC1	-25%	-11%	?	3%	-6%	8	-1%
N#Cc1nc(-c2ccc(F)cc2)oc1NCCN1CCOCC1	0.63µM*	-2%	?	-4%	14%	21	-1%
Cc1ccccc1NC(=O)C(C)Sc1nnc(-c2ccncc2)n1CC1CCCO1 (stereo not drawn)	0%	1%	-7%	3%	13%	26	4%
COc1ccccc1N1CCN(c2c3c(nc4nncn24)CCC3)CC1	/	-14%	1%	2%	/	?	/
CC1(C)OC(c2ccccc2)=C/C(=C/C=N/NC(=O)c2ccncc2)O1	112%[activator]	1%	-7%	-1%[57.1 µM]	33%[activator]	15	-6%
Cc1cc(C)c2nc(SCC(=O)Nc3cc(C)on3)c(C)cc2c1	-8%	1%	-13%	-9%	6%	10	1%
Cc1onc(C(=O)NC(C)c2ccccc2)c1[N+](=O)[O-] (stereo not drawn)	2%	4%	2%	?	46%[activator]	-38	4%
